Screening data (PubChem)
Gli-Sufu block = antagonists of Gli-Sufu signaling | inhibition, % at 5 µM | AID 588413 | Sufu-KO-LIGHT fibroblasts, Gli luciferase reporter luminescence | 0.74% of 340,000 active;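 active means inhibition above about 55%, limit read from the data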;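 further: 0% = DMSO-treated cells and 100% = wells with medium but no cells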
GRIN3A LBD mod = modulators (binders) of human NR3A ligand-binding domain; NR3A LBD differential scanning fluorimetry, Tm shift; 0% = protein alone, 100% = glycine-bound protein; Tm shift relative to glycine control, % at 25 µM; 2.5% of 340,000 active; AID 1259313;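 active means melting temperature shift of at least 10% of the positive control shift, at one fixed dose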
EBI2 block = blocks human EBI2 receptor beta-arrestin signaling. EBI2 beta-arrestin recruitment, luminescence, 7a,25-OHC stimulated. 0.81% of 360,000 active. inhibition, % at 5 µM; in the data active means inhibition above about 38%;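 further: enzyme fragment complementation signal reports receptor beta-arrestin coupling in cells; 0% = agonist plus DMSO wells and 100% = wells without agonist; some results beyond the cut were filed as inactive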
CXCR6 inh = CXCR6 (human) receptor inhibition; inhibition, % at 20 µM; CHO-K1 PathHunter CXCR6 beta-arrestin, luminescence; O00574; AID 602244; 0.36% of 360,000 active; in the data active means inhibition above about 34%, passing the limit was not always enough;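 further: antagonist mode with CXCL16 agonist at 10 nM final; 0% = 10 nM CXCL16 with DMSO and 100% = unstimulated wells without agonist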
Target sequence (O00574 whole entry, looked up): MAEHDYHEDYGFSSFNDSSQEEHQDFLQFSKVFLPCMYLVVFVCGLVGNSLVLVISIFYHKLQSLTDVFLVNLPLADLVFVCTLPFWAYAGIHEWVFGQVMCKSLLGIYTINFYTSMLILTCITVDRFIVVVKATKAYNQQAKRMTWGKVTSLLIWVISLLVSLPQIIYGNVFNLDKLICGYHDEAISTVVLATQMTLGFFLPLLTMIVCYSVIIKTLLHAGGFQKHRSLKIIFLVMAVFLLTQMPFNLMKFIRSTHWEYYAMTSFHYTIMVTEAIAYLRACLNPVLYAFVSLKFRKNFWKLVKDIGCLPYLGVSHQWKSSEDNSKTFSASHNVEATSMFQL
APOBEC3A inh = blocks human APOBEC3A ssDNA deamination. P31941. recombinant A3A, FAM/TAMRA ssDNA deamination fluorescence. inhibition, % at 20 µM. 0.41% of 330,000 active;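 active means at least 40% inhibition at 20 µM here, with at most 30% in a related deaminase screen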;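 further: plate controls were A3A with DMSO for no effect and wells lacking A3A enzyme for full effect; some results filed as inactive read as strong as hits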
MPTP inh = blocks calcium-induced mitochondrial swelling; inhibition, % at 10 µM; 1.4% of 360,000 active; isolated mouse mitochondria, Ca2+ swelling absorbance, 30 min;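 active means inhibition of 50% or more, scaled per plate between neutral and stimulator controls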;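 further: 0% = DMSO wells given calcium and 100% = 1 mM EGTA wells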
A3G deaminase = inhibitors of human APOBEC3G DNA deaminase. AID 493012. Q9HC16. inhibition, % at 20 µM. recombinant A3G, ssDNA deamination FAM/TAMRA fluorescence. 0.28% of 330,000 active;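 active means inhibition of at least 40% at 20 µM, with no more than 30% in the related APOBEC3A deaminase screen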;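 further: plate controls were DMSO wells with A3G for no effect and wells lacking A3G enzyme for full effect; some compounds called inactive have numbers as strong as hits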
Target sequence (Q9HC16 whole entry, looked up): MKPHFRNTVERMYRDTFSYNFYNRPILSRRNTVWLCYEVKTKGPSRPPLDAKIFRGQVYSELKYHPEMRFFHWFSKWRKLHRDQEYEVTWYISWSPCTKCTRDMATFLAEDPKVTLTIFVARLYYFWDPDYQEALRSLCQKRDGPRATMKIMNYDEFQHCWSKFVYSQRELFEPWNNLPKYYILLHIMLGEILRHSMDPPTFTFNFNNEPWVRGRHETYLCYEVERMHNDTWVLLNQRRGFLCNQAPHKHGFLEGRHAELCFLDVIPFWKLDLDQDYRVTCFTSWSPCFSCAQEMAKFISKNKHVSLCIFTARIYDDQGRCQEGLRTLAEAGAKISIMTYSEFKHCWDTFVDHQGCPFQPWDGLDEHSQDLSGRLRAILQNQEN
CCR6 antagonist = antagonists of human CCR6 receptor. 0.49% of 340,000 active. inhibition, % at 20 µM. P51684. CHO-K1 CCR6 PathHunter beta-arrestin, luminescence, CCL20-stimulated. AID 493098;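 active means compounds whose inhibition of the agonist-driven luminescence signal at 20 µM reaches about 50%, limit read from the data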;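 further: cells stimulated with CCL20 at 14 nM final; plate controls were DMSO with CCL20 for no effect and DMSO without agonist for full effect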
Target sequence (P51684 whole entry, looked up): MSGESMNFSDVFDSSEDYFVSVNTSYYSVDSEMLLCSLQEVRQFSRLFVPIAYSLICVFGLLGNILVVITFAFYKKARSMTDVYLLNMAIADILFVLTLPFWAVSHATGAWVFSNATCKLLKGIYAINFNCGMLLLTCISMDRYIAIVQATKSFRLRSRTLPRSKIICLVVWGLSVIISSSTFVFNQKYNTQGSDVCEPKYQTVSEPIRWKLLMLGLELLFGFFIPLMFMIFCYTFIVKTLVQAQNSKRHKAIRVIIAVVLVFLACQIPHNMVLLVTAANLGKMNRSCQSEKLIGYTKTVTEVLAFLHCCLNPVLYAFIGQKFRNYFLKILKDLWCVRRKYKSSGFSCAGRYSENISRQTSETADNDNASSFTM
Numbers without * were called inactive; nt = no result given.

Under each structure – Gli-Sufu block	GRIN3A LBD mod	EBI2 block	CXCR6 inh	APOBEC3A inh	MPTP inh	A3G deaminase	CCR6 antagonist
- COc1ccc(CCNC(=O)CS(=O)(=O)c2cn(CC(=O)N(C(C)C)C(C)C)c3ccccc23)cc1OC
 : 4	2	3	-8	-3	-0.9	-6	-1
- CCC(C)[C@H](NC(=O)[C@H](Cc1ccccc1)n1c(=O)[nH]c2ccccc2c1=O)C(=O)NCC1CCC(C(=O)O)CC1 (some centres undefined)
 : -2	-2	-5	-5	2	-1.4	2	20
- Cc1ccc(-c2cc(C(=O)N/N=C/C=C/c3ccccc3)n[nH]2)o1
 : -13	20*	-4	0	1	6.0	1	-7
- COc1ccc(CCNS(=O)(=O)c2c(N)n(C)c(=O)n(C)c2=O)cc1OC
 : -1	-129	5	0	-4	-0.3	-7	3
- Clc1ccc(C2=NOC(c3nnc(-c4ccccc4)o3)C2)cc1 (centres undefined)
 : -31	2	-7	-9	0	-0.1	-5	6
- C1=C(CCNc2ncnc3c2cnn3-c2ccccc2)CCCC1
 : -76	-6	4	-12	-5	0.5	-10	12
- CC(=O)Nc1ccc(OCC(O)Cn2ccnc2C)cc1 (centres undefined)
 : -6	0	2	-4	-2	-0.3	-12	13
- CN(C)c1nc(N)nc(-c2cccnc2)n1
 : 4	0	-1	1	-3	-0.4	-9	-7
- Nc1cc(OC(=O)c2c(F)cccc2Cl)nn1S(=O)(=O)c1ccccc1
 : -7	-10	-12	1	-1	1.8	1	14
- O=C1N/C(=N\N=C\c2cccs2)SC1Cc1cccc(Cl)c1 (centres undefined)
 : 13	-26	-12	-8	1	1.8	-1	-2
- COCCNC(=O)c1ccccc1-c1ccccc1C(=O)O
 : 2	-2	6	5	-2	-1.3	-5	-9
- COc1ccc(NC(=O)N2Cc3ccccc3CC2C(=O)NC(C)(C)C)cc1 (centres undefined)
 : 7	0	-3	3	1	1.0	-5	-1
- O=C(NNC(=O)c1ccc2ccccc2c1O)Nc1ccc(F)cc1
 : -3	-1	-10	-11	5	2.4	-4	6
- COc1cccc(OC(=O)CSc2nnc(-c3ccccc3Br)o2)c1
 : 4	0	3	-1	2	1.3	-2	-8
- Cc1cc(C)c(OCC(=O)OCC(=O)NC2CCC(C)CC2)c(C)c1 (centres undefined)
 : -2	2	-1	-7	-2	-1.1	-12	10
- Cc1cccc(NC(=O)CN(C)S(=O)(=O)c2cccc3cccnc23)c1C
 : 5	2	-2	-4	0	1.1	-2	-4
- O=[N+]([O-])c1nn(-c2ccc3c(c2)OCCO3)n(O)c1=NCc1ccc(F)cc1
 : -2	13*	-18	-2	-4	0.5	-1	10
- COc1cc(CN2CCCN(C)CC2)c([N+](=O)[O-])cc1OC
 : -1	-1	-15	-6	-4	-2.2	0	9
- CC(NC(=O)CCNC(=O)c1ccc(C(C)(C)C)cc1)c1ccccc1 (centres undefined)
 : 3	-1	0	2	-4	-0.7	-1	6
- O=C(Nc1nonc1-c1ccc(Cl)cc1)c1ccccc1
 : -6	-10	1	-5	-1	3.6	-7	2
- Cc1ccc(-n2nc(C(=O)O)cc2-c2ccccc2)cc1
 : -3	-1	5	-9	-3	1.3	-5	2
- Cc1cc(NS(=O)(=O)c2ccc(NC(=O)C(C)Oc3cccc(C)c3C)cc2)nc(C)n1 (centres undefined)
 : 0	4	-9	-1	-1	-0.7	-6	7
- CC(Sc1ccccc1)C(=O)N/N=C/c1cccnc1 (centres undefined)
 : -22	-1	4	-3	-6	1.1	-8	-2
- COCCCNCCOc1cc(C(C)C)ccc1C
 : 6	-3	4	8	-1	2.4	-3	-19
- O=C(COC(=O)/C=C/c1cccc(F)c1)Nc1cccc(S(=O)(=O)NC2=NCCCCC2)c1
 : 5	4	7	-11	-4	0.1	-6	6
- CC(CNC(=O)c1cc(Cl)ccc1[N+](=O)[O-])NC(=O)c1cc(Cl)ccc1[N+](=O)[O-] (centres undefined)
 : -5	2	-6	-3	-1	-1.7	-5	1
- O=C1CCCN1CCC(=O)N1CCCC(N2CCN(c3ccccc3F)CC2)C1 (centres undefined)
 : 4	2	-5	1	3	-1.4	-3	0
- CCOC(=O)CNC(=O)N1CCCC(C(=O)c2ccc3c(c2)OCO3)C1 (centres undefined)
 : 1	2	-7	-7	-2	0.0	-9	5
- CSCCC(NS(=O)(=O)c1ccc(C)cc1)C(=O)Nc1ccc(C)cn1 (centres undefined)
 : -11	0	-1	-8	-5	0.4	-13	5
- COc1cc(C(=O)Nc2cccc(-c3nc4cc(C)cc(C)c4o3)c2)cc(OC)c1OC
 : -2	2	0	3	nt	-0.4	nt	-1

Compound profiles, as listed above. Values in the order: Gli-Sufu block, GRIN3A LBD mod, EBI2 block, CXCR6 inh, APOBEC3A inh, MPTP inh, A3G deaminase, CCR6 antagonist
Profile of COc1cc(C(=O)Nc2cccc(-c3nc4cc(C)cc(C)c4o3)c2)cc(OC)c1OC = -2, 2, 0, 3, nt, -0.4, nt, -1
Profile of O=C(COC(=O)/C=C/c1cccc(F)c1)Nc1cccc(S(=O)(=O)NC2=NCCCCC2)c1 = 5, 4, 7, -11, -4, 0.1, -6, 6

Continued:
Under each structure – Gli-Sufu block	GRIN3A LBD mod	EBI2 block	CXCR6 inh	APOBEC3A inh	MPTP inh	A3G deaminase	CCR6 antagonist
- CC1(C)c2[nH]c3ccccc3c2C[C@H]2C(=O)N(Cc3ccccc3F)C(=O)N21
 : -3	-2	12	2	-3	0.2	-10	0
- CN(C)CCCNC(=S)Nc1ccc(Oc2ccccc2)cc1
 : 8	-3	-19	2	0	0.2	-9	-4
- N#C/C(=C/c1ccc(N2CCCCC2)o1)C(=O)Nc1ccc2ccccc2c1
 : -35	0	41	23	nt	4.4	nt	38
- NS(=O)(=O)c1cc(C(=O)N2CCc3ccccc32)c(Cl)cc1Cl
 : 2	1	-7	-8	-1	2.6	-8	-1
- COc1ccc(Cc2nnc(NC(=O)c3ccccc3)s2)cc1OC
 : -14	0	3	-4	-1	1.1	1	6
- CCOC(=O)c1csc(NC(=O)CSc2nnnn2-c2ccc(OC)cc2)n1
 : 1	3	-5	-4	-4	3.0	-1	4
- C=CCC12C=C(OC)C(=O)OC(OC)(C1O)[C@H](c1ccc3c(c1)OCO3)[C@H]2C (some centres undefined)
 : -1	0	-7	-1	-1	-1.1	-7	9
- O=c1c2ccccc2nc2n1C(CSc1ccc(Br)cc1)CN2 (centres undefined)
 : 4	-4	0	4	-6	0.7	-7	-2
- CC(C)(C)c1ccc(-c2c(C(=O)O)c(C(=O)O)c3n2CSC3)cc1
 : -6	0	-9	-3	8	1.6	-1	-4
- COc1cccc(C(=O)NNC(=O)C2CC(C)=C(C)CC2C(=O)O)c1 (centres undefined)
 : -6	-5	-4	5	-3	-1.4	-4	-4
- COc1ccc2cc(C(=O)O)n(CC(=O)c3ccccc3)c2c1
 : 0	0	-2	9	-3	-0.8	-4	11
- COCCCN1CCN(C2Cc3ccccc3Sc3ccc(Cl)cc32)CC1 (centres undefined)
 : 6	-2	16	-3	-3	-2.7	-8	16
- COc1ccc(C(=O)CSc2nc3[nH]ncc3c(=O)[nH]2)cc1
 : 0	-1	-6	2	0	1.1	-1	4
- Cc1ccc(CNC(=O)CCNS(=O)(=O)c2ccc(Br)s2)cc1
 : 0	1	3	0	-3	-1.3	-8	6
- COc1ccc(/C(N)=N/OC(=O)c2ccc3c(c2)OCO3)cc1OC
 : -66	-17	-5	-14	-4	1.8	-7	-23
- Cc1cccc(NC(=O)CSc2nc(C)c(Cc3ccccc3)c(=O)[nH]2)c1
 : 3	-16	10	4	-4	2.3	-8	0
- CCOC(=O)c1cc2c(ccn2C)n1CC(=O)N(Cc1ccccc1)c1ccccc1
 : -2	10	23	2	-3	2.4	-6	22
- Cn1c(/C(C#N)=C/c2ccc(O)cc2)nc2ccccc21
 : -21	4	16	9	-7	1.8	-6	30
- O=C(CSCc1c(Cl)cccc1Cl)N1CCOCC1
 : -9	1	-9	-1	-4	0.9	-5	-1
- CCCOC(=O)Nc1ccc(C(N)=O)cc1
 : 1	0	-2	-6	-1	0.3	0	-5
- O=C(NCCOc1ccccc1)[C@@H]1CCCN1C(=O)c1cccs1
 : 7	1	5	1	nt	-0.9	nt	-1
- O=C(COc1cccc(C(F)(F)F)c1)NNC(=O)Cn1c(=O)cnc2ccccc21
 : 10	-2	0	4	1	-0.1	-6	7
- COc1ccc(S(=O)(=O)Nc2ncccn2)cc1
 : 8	-1	-4	-6	-6	-0.6	-6	1
- COc1ccc(C2SCCN2C(=S)Nc2cccc(Cl)c2)cc1 (centres undefined)
 : 0	16*	-1	-17	-1	96*	-9	7
- C#CC(CCN1CCCCC1)(OC)c1ccccc1 (centres undefined)
 : 17	2	2	2	-5	0.5	-7	16
- Cn1c(=O)c2[nH]c(Cc3cccc(O)c3)nc2n(C)c1=O
 : -16	-2	-4	3	nt	-0.4	nt	-11
- Cc1ccc(OCc2nc(C#N)c(N3CCN(Cc4ccccc4)CC3)o2)cc1
 : 10	2	33	4	0	-1.9	-4	12
- Cc1ccn2c(=O)nc(SCC(=O)N3CCCCCC3)nc2c1
 : -13	-1	-2	8	-1	1.1	-4	3
- O=C(Nc1cccc(S(=O)(=O)N2CCOCC2)c1)c1cnn2c(C(F)F)cc(-c3ccccc3)nc12
 : 36	-2	42	7	2	0.0	12	12
- COc1ccccc1[C@H]1C(c2ccccc2)=NN(c2ccccc2)[C@@H]1CO
 : 7	2	20	15	2	1.1	-1	7
- Nc1nn(-c2ccccc2Cl)cc1-c1nn[nH]n1
 : -8	0	6	-2	8	-1.8	17	6
- CCOc1ccccc1N1CCN(C/C=C/c2ccc(N(C)C)cc2)CC1
 : -10	0	5	-14	-1	3.0	9	-8
- C[C@]1(C(=O)O)Cc2oncc2C[C@@H]1C(=O)O
 : 0	-2	-6	-3	-6	5.2	-4	4
- CC(=O)c1c(C)oc2ccc(NS(=O)(=O)c3ccc(C(=O)O)cc3)cc12
 : -3	0	5	1	1	0.1	-2	-15
- COc1ccc(CCN2CC(C(=O)NCCc3ccccc3C)CCC2=O)cc1 (centres undefined)
 : 11	0	17	-2	-1	-1.0	-4	-2
- CC(C)OCCCNC(=O)Cn1nc(-c2ccccc2)ccc1=O
 : -13	-1	1	-4	-1	-0.5	-7	7
- COc1ccccc1NC(=O)C1=C(C)NC(=O)NC1c1cc(C)cs1 (centres undefined)
 : 5	0	-5	8	-3	0.3	-8	13
- N#Cc1ccc(-c2ccc(Cl)cc2)nc1Oc1ccc(F)cc1
 : 3	-1	3	0	-1	1.0	-4	10
- C=CCNC(=S)Nc1sc2c(c1C(=O)OCC)CC(C(C)C)OC2 (centres undefined)
 : 9	7	6	6	-2	4.4	-5	1
- O=C(CCCc1ccccc1)NCCCN1CCOCC1
 : -5	0	-10	3	-6	0.4	-8	5
- COCCCNC(=S)NNC(=O)c1ccccn1
 : -2	-1	4	-17	-4	0.2	5	-3
- CC(=O)Nc1ccc(C(=O)CN2C(=O)NC3(CCCc4ccccc43)C2=O)c(F)c1 (centres undefined)
 : 2	7	2	-7	-3	-1.7	-5	-4
- COc1cc(/C=N/NC(=S)Nc2cccc(Cl)c2C)ccc1OCC(=O)N1CC(C)OC(C)C1 (centres undefined)
 : 8	-15	0	1	-2	1.2	-3	14
- O=C(NCc1cccnc1)/C(=C\c1ccc(-c2cccc(Cl)c2)o1)S(=O)(=O)c1ccccc1
 : -20	1	42*	33*	nt	15	nt	38
- O=C1/C(=C/c2ccc(F)cc2)SC(=S)N1CC(=O)N1CCCCC1c1cccnc1 (centres undefined)
 : 3	-1	22	-5	3	-0.6	0	14
- O=C(O)c1ccc(Nc2ncnc3c2cnn3Cc2ccccc2)cc1
 : 3	-3	1	-3	1	-0.2	2	15
- COC(=O)c1ccc(C(=O)N=c2sccn2C)cc1
 : -63	0	4	-7	-3	0.3	-7	5
- C/C(=N\NC1=N[C@H]2CS(=O)(=O)C[C@H]2S1)c1ccccc1
 : 8	4	-22	-1	-2	1.9	-1	-6
- CC1CCCCN1C(=O)CSc1nnc2ccccn12 (centres undefined)
 : -7	1	-9	1	-1	-0.5	-5	-4
- Cc1ccc(C(=O)CN2C(=O)NC3(CCc4ccccc43)C2=O)s1 (centres undefined)
 : -8	0	-8	3	-1	-1.1	-6	6
- CCCc1cc(Nc2ccc(C)cc2)n2ncnc2n1
 : -6	-1	-17	9	-2	0.3	0	2
